High-throughput results from PubChem BioAssay.
OX1R antag-1 = blocks the human orexin 1 receptor. O43613. OX1R-expressing cells, FRET antagonist read-out. inhibition, % at 6.6 µM. actives 1.8% (n = 330,000). AID 485270; in the data active = inhibition mostly above about 38%, no sharp cut-off; inactive = mostly below about 40%;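 also: 0% = agonist challenge alone and 100% = reference antagonist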
Target sequence (O43613 whole entry, looked up): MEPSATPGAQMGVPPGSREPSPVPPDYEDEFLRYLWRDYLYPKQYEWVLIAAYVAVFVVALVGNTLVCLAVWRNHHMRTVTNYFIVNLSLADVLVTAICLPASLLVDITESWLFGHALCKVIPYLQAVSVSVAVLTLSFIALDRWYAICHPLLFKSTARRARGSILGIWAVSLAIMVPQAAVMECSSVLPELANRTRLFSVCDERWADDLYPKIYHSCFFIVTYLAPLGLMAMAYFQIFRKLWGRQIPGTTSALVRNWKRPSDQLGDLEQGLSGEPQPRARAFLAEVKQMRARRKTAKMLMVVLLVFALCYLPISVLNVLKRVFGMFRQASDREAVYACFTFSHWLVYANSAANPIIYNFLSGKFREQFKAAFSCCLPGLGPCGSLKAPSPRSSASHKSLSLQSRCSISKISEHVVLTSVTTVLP
OX1R antag-2 = antagonists of human orexin 1 receptor | actives 0.43% (n = 330,000) | CHO/OX1R cells, Fluo-8 calcium fluorescence, orexin A | inhibition, % at 5 µM | AID 434989;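 active = inhibition above its plate's threshold, mean inhibition of all tested compounds on the plate plus 3 SD, cut at about 37% in these data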;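 also: 0% = orexin A challenge wells and 100% = SB-334867-A antagonist wells; not every result past the cut was called active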
Active calls of the source: *. Compounds were not picked by outcome; 2.1% or so of the library scored in one or more.

SMILES	OX1R antag-1	OX1R antag-2
Cc1cc(C)c(C)c(OCCN2CCOCC2)c1	9	-11
CN1N=C(C(=O)Nc2ccc3c(c2)CCC3)CCC1=O	7	-17
COc1cccc(NC(=S)NCc2ccccn2)c1	6	-13
O=C(Nc1cccc(OC(F)(F)F)c1)c1ccc(Br)o1	12	-25
Fc1ccc(-c2csc(/C=C/c3ccc4c(c3)OCO4)n2)cc1	28	-16
CCOc1cc(N2CCOCC2)c(OCC)cc1NC(=O)c1ccc(OC(C)C)cc1	10	-16
CC(=O)Nc1ccc(NC(=O)C(C)n2nc(C)c([N+](=O)[O-])c2C)cc1 (stereo unspecified)	22	-4
CC(C)(C)C(O)/C=C/c1ccc2c(c1)OCO2 (stereo unspecified)	29	-6
COc1ccc2[nH]c3c(c2c1)CCN1C(=O)C(CC(=O)NCCCn2ccnc2)C[C@H](C(=O)N(C(C)C)C(C)C)[C@@]31C (stereo partly specified)	12	-5
COc1ccc(O)c(C(=O)C2c3ccccc3C(=O)N2c2ccc(C)cc2)c1 (stereo unspecified)	41	-24
CCOc1ncccc1C(=O)N1CCCSC1=Nc1ccccc1OC	21	-30
COc1ccc(CC(=O)Oc2ccc(C)cc2C)cc1	9	-22
O=C(Nc1ccc(Cl)cn1)c1cccnc1	10	3
CCOc1ccc(NC(=O)COC(=O)c2cc(C)oc2C)cc1	13	-10
O=C1CCCc2c1[nH]c1c(Br)cccc21	33	-10
COc1ccccc1NC(=O)[C@@H]1CCCN1S(=O)(=O)c1ccc(Cl)cc1	58*	48*
Cc1ccc(C(CC(=O)c2ccco2)SCCO)cc1 (stereo unspecified)	18	-17
CCN1CCN(C(=O)C(C)Oc2ccc(S(=O)(=O)N3CCCC3)cc2C(N)=O)CC1 (stereo unspecified)	2	-10
COc1ccc(NC(=O)COc2ccc3c(C)cc(=O)oc3c2)cc1S(=O)(=O)N1CCCCC1	21	-9
O=C(O)c1cnc2ccccc2n1	28	6
CN(Cc1ccccc1)S(=O)(=O)c1ccc(Cl)c(C(=O)NCCc2ccccn2)c1	36	-32
Cc1ccc(SCC(=O)OCC(=O)NCCNC(=O)COC(=O)CSc2ccc(C)c(C)c2)cc1C	16	-2
O=[N+]([O-])c1cc(C2Nc3cccc4cccc(c34)N2)ccc1Cl	4	-3
Cc1cc(Br)ccc1NC(=O)c1sc2ncnc(N3CCN(c4ccccn4)CC3)c2c1C	-2	-11
COc1ccc(N2C(C)=CS/C2=C(/C#N)c2nnc(N3CCOCC3)n2-c2ccccc2)cc1	32	-16
C=C(C)CSc1nc(N)c2c3c(sc2n1)CCC3	9	-7
O=C(Nc1ccccc1C(=O)N1CCCCC1)NC1CCCCC1	12	-13
CCCCCOc1ccc(C(=O)Nc2ccc(S(=O)(=O)Nc3cc(C)on3)cc2)cc1	13	-21
CCCCOc1ccc(C(=O)NCC(=O)OCC(=O)N2CCN(S(=O)(=O)c3ccc(C)cc3C)CC2)cc1	-1	-13
CCCNC(=O)c1ccc(CN2CCc3ccccc3C2)cc1	28	-23
COc1ccc(-n2c(C)cc(/C=N/Nc3nnc(C)n3N)c2C)cc1	108*	-13
CCCC1C2CN(C(C)=O)CC=C2C(C#N)=C(N)C1(C#N)C#N (stereo unspecified)	4	-15
COc1ccc(OC)c(-c2csc(NC(=O)C3=COCCO3)n2)c1	16	-16
CC1CCC(NC(=O)Cn2cc3c(n2)CCCC3)CC1 (stereo unspecified)	4	3
Cc1ccc(-n2nc3c(SCCN4CCOCC4)nnc(C)c3c2C)cc1	8	-27
O=C(CCC(=O)N1CCCCCC1)Nc1ccc([N+](=O)[O-])cc1	20	-1
COc1ccc(-n2nc(C(=O)NCC(=O)NCCN(C)C)c3ccccc3c2=O)cc1	10	-18
COc1ccc(NC(=O)Nc2ccc(OC)cc2)cc1	16	-8
COc1ccc(C(=O)NCCSCc2ccccc2)cc1OC	20	-27
CCOC(=O)C1=C(CS(=O)(=O)c2ccccc2)NC(=O)NC1c1ccccc1 (stereo unspecified)	2	-17
Cc1cc(Br)ccc1NC(=O)C(C)c1ccc([N+](=O)[O-])cc1 (stereo unspecified)	14	-16
COc1ccc(CN2CCC(C(=O)NCCc3ccc(OC)c(OC)c3)CC2)c(OC)c1	10	-15
Cc1ccc(-c2nc3ccccc3[nH]2)cc1NC(=O)c1ccco1	18	-36
Cc1noc(C)c1-c1nc(CSc2ccc(Cl)cc2)no1	2	-9
CCC[C@@H](NS(=O)(=O)c1ccc(C)cc1)C(=O)Oc1ccc2c3c(c(=O)oc2c1)CCC3	6	23
Cc1cc(C)nc(N2C(=O)CC(C(=O)O)NC2=NCCc2c[nH]c3ccccc23)n1 (stereo unspecified)	9	-21
O=C(NC(=S)N1CCCc2ccccc21)c1ccc(Br)cc1	16	-35
C=CCNC(=S)Nc1nc2c(cc1C(=O)OCC)CCCC2	31	-24
CCOc1ccc(/C=N/NC(=O)c2ccc(CSc3nc4ccccc4[nH]3)cc2)cc1	28	-15
O=C(CSCc1ccccc1)Nc1ccccc1C(=O)Nc1ccc(C(=O)O)cc1	11	-12
CSc1nc(SCC(N)=O)c2c3c(sc2n1)CN(C)CC3	72	-10
CCC1=NN(C(=O)Cc2ccc([N+](=O)[O-])cc2)C(O)(c2ccncc2)C1 (stereo unspecified)	22	-12
CCC1Nc2ncnc(N3CCN(c4ccccc4)CC3)c2N(Cc2ccccc2)C1=O (stereo unspecified)	1	-20
C/C=C\C=C/C(=O)Nc1cccc(C2=NOC3(C2)C[C@@H](C(N)=O)N(C(=O)c2ccc(Cl)cc2)C3)c1 (stereo partly specified)	1	-8
CC(C)C(=O)NC(=S)Nc1ccccc1C(F)(F)F	20	-16
O=C(COc1ccccc1)NNc1nc2ccccc2s1	17	-24
Cc1cc(NC(=O)c2ccccc2Cl)ccc1NC(=O)c1ccccc1Cl	6	-10
O=C(C1CC(=O)N(c2ccc(F)cc2)C1)N1CCN(c2ccc(F)cc2)CC1 (stereo unspecified)	14	-72
Nc1nc(N)nc(-c2cccc(Cl)c2)n1	13	7
O=C(NCCSc1ccccc1)c1ccccc1F	12	-19
Next section
SMILES	OX1R antag-1	OX1R antag-2
CON(C)C(=O)CCN(C(=O)OC(C)(C)C)c1ccccc1	7	-14
Cc1ccccc1-c1nnc(SCC(=O)N2CCCC2)o1	17	-13
NC(=O)c1ccccc1NC(=O)CN1CCOCC1	8	-5
Cc1cccnc1NC(=O)C1COc2ccccc2O1 (stereo unspecified)	6	-13
CC(C)CN(C(=O)CSc1nnc(-c2ccco2)o1)c1c(N)n(Cc2ccccc2)c(=O)[nH]c1=O	68*	1
CC1=CC(=C(C#N)C#N)C=C(C)N1CCC(C)C	7	-11
CCOc1ccc(C(=O)N[C@H](C(=O)Nc2ccc(S(=O)(=O)Nc3nccs3)cc2)C(C)C)cc1	6	-9
COc1cc(-c2n[nH]c(=O)o2)cc(OC)c1OC	20	-3
Cc1cc2c(cc1S(=O)(=O)NCc1ccc(N(C)C)cc1)OCC(=O)N2	10	-18
Cc1ccc(-n2c(SCC(=O)NCCN3C(=O)CSC3=O)nnc2-c2ccccc2)cc1C	4	-25
O=C1CCN(Cc2ccccc2)CCN1CCOc1ccccc1	9	-18
COc1cc(C(=O)Nc2ccc(NC(=O)C3CC3)nc2)cc(OC)c1OC	3	-22
CCCc1cc(=O)[nH]c(SCC(=O)N2c3ccccc3CC2C)n1 (stereo unspecified)	2	-17
c1ccc2c(c1)CNC1(CCCCC1)C2	20	-17
CCOC(=O)c1cc2c(=O)n3cccc(C)c3nc2n(Cc2ccco2)c1=NC(=O)c1ccccc1	30	-25
Cn1c(-c2ccc(F)cc2)cnc1NCc1ccccc1F	29	-2
CN(C)C(CNC(=O)c1cc(S(=O)(=O)N(C)Cc2ccccc2)ccc1Cl)c1ccco1 (stereo unspecified)	15	25
O=C(Nc1ccncc1)c1ccc(Cl)cc1	2	-4
O=C(C[n+]1ccc2c(c1)nnn2-c1ccccc1)c1ccc(Cl)cc1	14	-10
COC(=O)NCc1cc2cc(Cl)ccc2[nH]1	5	3
O=C1c2ccccc2-c2onc3ccc(Oc4ccccc4)c1c23	15	-9
Cc1ccc(OCC(=O)Nc2ccc(F)cc2)c([N+](=O)[O-])n1	22	-12
COc1cccc(NC(=O)CCc2nc(-c3cccs3)no2)c1	16	-12
COc1ccc(-c2nn(C)c(=O)[nH]2)cc1	2	1
COc1cccc(C(=O)NC(C)C(c2cccs2)N2CCN(C)CC2)c1 (stereo unspecified)	6	-10
CCOC(=O)N/N=C/c1ccc(OC)c(O)c1	5	7
COc1ccc(C(c2nnnn2CS(=O)(=O)c2ccc(C)cc2)N2CCN(Cc3ccccc3)CC2)cc1 (stereo unspecified)	5	-14
Cc1ccccc1OC(C)c1nc(-c2ccccc2)no1 (stereo unspecified)	8	-12
O=C(COC(=O)COc1ccccc1F)NCCc1ccc(F)cc1	8	-11
O=C(CN(c1ccc(Cl)cc1)S(=O)(=O)c1ccc(Cl)c([N+](=O)[O-])c1)NCCc1ccccc1	16	-27
FC(F)(F)Sc1ccc(NC(=S)NCc2ccccc2)cc1	32	16
COCC(C)n1c(C)cc(C(=O)COC(=O)c2c(NC(C)=O)sc(C)c2C)c1C (stereo unspecified)	10	-1
C=CCN(c1ccccc1)S(=O)(=O)c1cccc(C(=O)NCC(c2ccccc2OC)N2CCCC2)c1 (stereo unspecified)	29	-38
CCCCOc1nc(N)nc(-c2ccccc2)n1	12	-12
CCOC(=O)C(C(=O)N(C)C)c1ncc(C(F)(F)F)cc1Cl (stereo unspecified)	2	-2
CC(C)CN1CCC(=O)N([C@H](CSc2ccc(Br)cc2)c2ccccc2)CC1	21	-29
CCn1c(=O)cc(N2CCOCC2)[nH]c1=O	12	-6
Cc1cccc(N2CCN(C(=O)c3ccc(CNc4c(N5CCC(C)CC5)c(=O)c4=O)cc3)CC2)c1C	12	-22
On1nnc2ccc(C(F)(F)F)cc21	16	-13
CCn1cc(C(=O)Nc2cc(C)ccc2C)c(=O)c2ccc(C)nc21	18	-16

An excerpt of these results, in markdown.
| structure | OX1R antag-1 | OX1R antag-2 |
| --- | --- | --- |
| CSc1nc(SCC(N)=O)c2c3c(sc2n1)CN(C)CC3 | 72 | -10 |
| CON(C)C(=O)CCN(C(=O)OC(C)(C)C)c1ccccc1 | 7 | -14 |
| O=C(Nc1ccccc1C(=O)N1CCCCC1)NC1CCCCC1 | 12 | -13 |
| COc1ccc(-n2nc(C(=O)NCC(=O)NCCN(C)C)c3ccccc3c2=O)cc1 | 10 | -18 |
| O=C(Nc1ccncc1)c1ccc(Cl)cc1 | 2 | -4 |
| Cc1cc(Br)ccc1NC(=O)C(C)c1ccc([N+](=O)[O-])cc1 (stereo unspecified) | 14 | -16 |

Random excerpt: 6 compounds from above
SMILES	OX1R antag-1	OX1R antag-2
Nc1nc(N)nc(-c2cccc(Cl)c2)n1	13	7
O=C(NCCSc1ccccc1)c1ccccc1F	12	-19
CCCC1C2CN(C(C)=O)CC=C2C(C#N)=C(N)C1(C#N)C#N (stereo unspecified)	4	-15
CN(Cc1ccccc1)S(=O)(=O)c1ccc(Cl)c(C(=O)NCCc2ccccn2)c1	36	-32
CCOc1ccc(C(=O)N[C@H](C(=O)Nc2ccc(S(=O)(=O)Nc3nccs3)cc2)C(C)C)cc1	6	-9
CCOc1cc(N2CCOCC2)c(OCC)cc1NC(=O)c1ccc(OC(C)C)cc1	10	-16

New compounds follow
SMILES	OX1R antag-1	OX1R antag-2
CCN(CC(=O)Nc1c(F)cccc1F)C(=O)c1cccc(S(=O)(=O)N2CCN(c3ccccc3)CC2)c1	13	-23
O=C(CN1C(=O)C2CC=CCC2C1=O)NCC1COc2ccccc2O1 (stereo unspecified)	4	0
Cc1occc1-c1nnc(SCC(=O)NC(C)(C)C)n1CC(C)C	13	-31
COc1cc(/C=N/NC(=O)c2cccc(C)c2)ccc1OCC(=O)Nc1ccccc1	11	-31
CCOc1ccc(C(=O)NCC(c2ccco2)N2CCOCC2)cc1 (stereo unspecified)	14	8
CC(=O)Nc1cccc(C(=O)N/N=C/c2c[nH]c3ccccc23)c1	25	-12
CCC(C)[C@H]1CNCCN1CCc1cc(C(F)(F)F)cc(C(F)(F)F)c1 (stereo partly specified)	12	-18
COc1ccccc1/C=N/NC(=O)NC12CC3CC(CC(C3)C1)C2	-3	-44
COc1ccc(Cn2nnnc2C(c2cccs2)N2CCSCC2)cc1 (stereo unspecified)	13	-2
COc1cc(C(=O)NCCC(C)C)ccc1OCc1ccc(Cl)cc1Cl	20	-16
Cc1cccc(C)c1NC(=O)CN(C)C(=O)c1ccc(-c2cccc(C(F)(F)F)c2)o1	11	-23
c1ccc(Nc2ccnc(Nc3ccccc3)n2)cc1	7	-21
CC1(O)N(Cc2ccccc2)C(=O)OC12CCCCC2 (stereo unspecified)	11	-4
COc1ccc(CC(=O)NCc2ccccn2)cc1OC	24	-13
CN1CCN(c2ccc(Cl)cc2NS(=O)(=O)c2ccccc2Cl)CC1	3	-26
O=C(NCCN1CCOCC1)C1CCN(Cc2ccccc2O)CC1	10	-12
CC(C)(CO)NC(=O)c1ccc2nc(Cc3cccc(Cl)c3)oc2c1	21	-20
COc1ccc(/C=N/NC(=O)c2cccc(NC(C)=O)c2)c(C(=O)O)c1OC	9	-25
Cc1cccc(NC(=O)[C@H](Cc2ccccc2)NC(=O)[C@@H]2Cc3ccccc3CN2)c1	-3	-22
Cc1nc2ncnn2c(C)c1CCC(=O)N1CCN(C(=O)c2ccco2)CC1	7	-7

Profiles from above.
Shown for CCC(C)[C@H]1CNCCN1CCc1cc(C(F)(F)F)cc(C(F)(F)F)c1 (stereo partly specified) : OX1R antag-1 = 12; OX1R antag-2 = -18
Shown for CC1(O)N(Cc2ccccc2)C(=O)OC12CCCCC2 (stereo unspecified) : OX1R antag-1 = 11; OX1R antag-2 = -4

Remaining list, next part
SMILES	OX1R antag-1	OX1R antag-2
CCN(CCNC(=O)CN(C)S(=O)(=O)c1cccc2nsnc12)c1ccccc1	16	-16
CCCn1c(=O)c2sccc2n2c(CCCC(=O)NCc3cccnc3)nnc12	7	-2
CCc1ccc(NC(=O)c2ccc3c(=O)n4c(nc3c2)CCCCC4)cc1	25	-13
Cn1nnnc1SCC(=O)Nc1nc(-c2ccc(F)c(F)c2)cs1	12	7
CCOc1ccc(S(=O)(=O)N2CCc3cc(OC)c(OC)cc3C2)cc1	28	-22
